HTRA1 inhibitor – HTRA1 (human) protease inhibition | 340,000 compounds, 0.5% hits | inhibition, % at 5.96 µM | Q92743 | recombinant HTRA1, FP-rhodamine activity-based probe, fluorescence polarization | AID 504803; in the data active = inhibition above about 36%;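 also: 0% = enzyme with DMSO and 100% = wells lacking enzyme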
GC-B act – GC-B (human) receptor activation; P20594; HEK293-GC-B cells, CNP EC30, cGMP TR-FRET; 0% at EC30 CNP, 100% saturating CNP; activation, % at 10 µM; 370,000 compounds, 0.11% hits; AID 1920062;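 active = activation at 10 µM reaching about 35% in either raw or pattern-adjusted values, limit read from the data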
MBD2 inh – inhibitors of human MBD2 binding to methylated oligonucleotide; Q9UBB5; TR-FRET; inhibition, % at 4.4 µM; 370,000 compounds, 0.31% hits; in the data active = inhibition above about 13%
SIAE primary – blocks human sialic acid acetylesterase; Q9HAT2; SIAE FP-Rh probe binding, fluorescence polarization; inhibition, % at 9.66 µM; 370,000 compounds, 0.69% hits;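 active = inhibition above a cutoff: mean of compounds within the control limits plus 3 SD of those, cut at about 17% in these data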;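 also: 0% = plate median of compound wells and 100% = probe without SIAE protein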
Target sequence (Q9HAT2 whole entry, looked up): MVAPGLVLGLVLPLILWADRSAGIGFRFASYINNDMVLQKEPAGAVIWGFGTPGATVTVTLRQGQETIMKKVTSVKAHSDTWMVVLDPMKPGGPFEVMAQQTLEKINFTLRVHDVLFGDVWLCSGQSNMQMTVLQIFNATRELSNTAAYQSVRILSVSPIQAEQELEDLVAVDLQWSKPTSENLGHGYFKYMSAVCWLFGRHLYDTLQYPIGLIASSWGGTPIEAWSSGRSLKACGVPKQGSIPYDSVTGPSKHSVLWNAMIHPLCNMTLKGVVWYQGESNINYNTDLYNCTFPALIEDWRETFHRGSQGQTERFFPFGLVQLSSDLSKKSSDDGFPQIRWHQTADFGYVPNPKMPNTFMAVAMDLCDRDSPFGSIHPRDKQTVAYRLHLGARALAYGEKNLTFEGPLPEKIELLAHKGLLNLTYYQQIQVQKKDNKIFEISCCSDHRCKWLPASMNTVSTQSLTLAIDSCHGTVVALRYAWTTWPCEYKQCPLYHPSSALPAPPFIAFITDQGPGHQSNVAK
TDP2 absorb – blocks human TDP2 phosphodiesterase activity | 370,000 compounds, 0.34% hits | inhibition, % at 12.8 µM | O95551 | recombinant TDP2, T5PNP hydrolysis, p-nitrophenol absorbance 415 nm;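 active = inhibition above the mean of all tested compounds plus 3 SD, set per campaign, cut at about 25% in these data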;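 also: 0% = DMSO with enzyme and 100% = buffer with substrate but no TDP2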
Target sequence (O95551 whole entry, looked up): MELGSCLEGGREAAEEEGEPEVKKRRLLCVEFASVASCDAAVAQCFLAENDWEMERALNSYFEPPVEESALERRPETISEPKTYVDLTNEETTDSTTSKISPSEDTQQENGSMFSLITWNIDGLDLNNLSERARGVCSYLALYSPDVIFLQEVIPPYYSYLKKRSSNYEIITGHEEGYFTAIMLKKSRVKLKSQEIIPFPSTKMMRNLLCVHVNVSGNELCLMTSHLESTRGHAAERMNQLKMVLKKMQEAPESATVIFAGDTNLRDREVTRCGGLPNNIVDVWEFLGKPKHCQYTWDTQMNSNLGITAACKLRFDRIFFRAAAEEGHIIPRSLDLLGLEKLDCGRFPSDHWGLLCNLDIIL
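Assay system: recombinant human TDP2 / Reagent: T5PNP substrate at 5 mM, a TopII-DNA adduct mimic / Measured by: epi absorbance from released p-nitrophenol / Evaluation: % inhibition relative to enzyme-containing and enzyme-free wells / Control set: enzyme-free and DMSO wells / Replicates: each compound tested once, singlicate / Schedule: enzyme reaction with compound for 2 h at 37 °C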
rCAG binder – binds r(CAG) RNA repeats; r(CAG) RNA repeat, TO-PRO-1 dye displacement fluorescence; inhibition, % at 3 µM; 370,000 compounds, 1.3% hits;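 active = inhibition above the plate cutoff, the mean of all test compounds on that plate plus 3 SD, cut at about 35% in these data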;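 also: 0% = DMSO alone and 100% = 100 µM mitoxantrone as full dye displacement; higher means more dye released from RNA so lower well fluorescence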
LEDGF integ inh – blocks HIV-1 LEDGF/p75-dependent DNA integration; TR-FRET IN-LEDGF/p75 DNA integration, Eu/Cy5; 370,000 compounds, 0.64% hits; AID 743269; inhibition, % at 3.7 µM;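 active = inhibition above the screen-wide mean plus 3 SD, cut at about 13% in these data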;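 also: signal is the Cy5 over europium emission ratio at 671 and 618 nm; 0% = plate median of compound wells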
PRMT1 inh – PRMT1 (human) inhibition, primary screen. inhibition, % at 2.79 µM. recombinant PRMT1, activity-based probe fluorescence polarization. Q99873. AID 652257. 370,000 compounds, 1.3% hits;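 active = inhibition above about 21% made by adding two undisclosed values, limit read from the data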
ABHD4 inh – inhibitors of mouse ABHD4 | purified mABHD4, FP-Rh probe fluorescence polarization | inhibition, % at 8.92 µM | 370,000 compounds, 0.54% hits;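 active = inhibition exceeding the mean over every tested compound plus 3 SD, cut at about 30% in these data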;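 also: 0% = plate median of compound wells and 100% = S159A mutant with DMSO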
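Assay system: mABHD4 protein; medium: HEPES pH 7.0, NaCl, Pluronic buffer; dosing: 8.92 µM, single dose; schedule: 45 min + 60 min at 25 °C; signal: FP readout, ex 525 nm / em 598 nm; read-out: normalized percent inhibition of probe labeling; repeats: single replicate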
TCR CD3 inh – blocks the human TCR-CD3 interaction. TAMRA-labeled TCR probe fluorescence, biochemical. inhibition, % at 9.4 µM. 360,000 compounds, 0.37% hits. AID 651800; in the data active = inhibition above about 19%;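 also: recombinant mutant TCR 2C K166C tagged with TAMRA read by polarization; 0% = receptor in buffer alone and 100% = receptor with positive control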
Starred values were filed as active, the others as inactive. An excerpt; the hit share may differ from the screen's.

COc1ccc(-c2cc(C(=O)N(C)CC(=O)Nc3ccccc3C(F)(F)F)c3ccccc3n2)cc1OC was read as HTRA1 inhibitor -17.8, GC-B act 4.0, MBD2 inh -2.9, SIAE primary -2.3, TDP2 absorb 1.6, rCAG binder 2.5, LEDGF integ inh -2.0, PRMT1 inh -3.2, ABHD4 inh -11.5 and TCR CD3 inh 4.1.
`C/C(=N/Nc1ccc(F)cc1)c1ccc(Cl)s1` gave HTRA1 inhibitor 4.0, GC-B act 1.6, MBD2 inh 3.6, SIAE primary 8.6, TDP2 absorb 0.3, rCAG binder 5.8, LEDGF integ inh -2.7, PRMT1 inh 9.2, ABHD4 inh 11.7 and TCR CD3 inh -3.0.
For CC(C)[C@H]1C=C(C(=O)O)O[C@@H](OCc2ccc(CO)cc2)C1 the results were HTRA1 inhibitor -0.8, GC-B act -2.8, MBD2 inh -0.5, SIAE primary -10.2, TDP2 absorb -2.0, rCAG binder 2.7, LEDGF integ inh 0.9, PRMT1 inh -3.8, ABHD4 inh 3.9 and TCR CD3 inh 2.2.
For CCN(CC)C(=O)N1CCN(C(=O)N2CCOCC2)CC1 the results were HTRA1 inhibitor -1.0, MBD2 inh 4.5, SIAE primary 4.7, TDP2 absorb -5.0, rCAG binder -1.3, LEDGF integ inh 2.1, PRMT1 inh -5.3, ABHD4 inh -3.7 and TCR CD3 inh -2.4.
`COc1cccc(CN(C)S(=O)(=O)c2cccs2)c1` gave HTRA1 inhibitor -6.8, GC-B act 4.4, MBD2 inh -1.2, SIAE primary -3.0, TDP2 absorb 15.3, rCAG binder -0.9, LEDGF integ inh 3.6, PRMT1 inh -4.6, ABHD4 inh -2.5 and TCR CD3 inh 3.3.
Screening CCc1ccc2c(c1)/C(=N/N(C)C(=S)NC)C(=O)N2 returned HTRA1 inhibitor -0.4, GC-B act -7.7, MBD2 inh -1.2, SIAE primary 8.2, TDP2 absorb -3.1, rCAG binder 2.5, LEDGF integ inh -0.3, PRMT1 inh -2.3, ABHD4 inh -4.9 and TCR CD3 inh 2.7.
COC(=O)c1ccc(CNC(=O)C2CCC(=O)N(CCc3ccccc3)C2)cc1 (stereo unspecified) was read as HTRA1 inhibitor 2.7, GC-B act 6.5, MBD2 inh -3.6, SIAE primary 6.8, TDP2 absorb -2.0, rCAG binder -7.1, LEDGF integ inh -0.7, PRMT1 inh -1.1, ABHD4 inh -0.5 and TCR CD3 inh 10.2.
For CCCc1cc(=O)oc2cc(OC(=O)CN3C(=O)NC4(CCCC4)C3=O)ccc12 the results were HTRA1 inhibitor -3.9, GC-B act 0.1, MBD2 inh -3.3, SIAE primary 1.3, TDP2 absorb -0.8, rCAG binder -2.5, LEDGF integ inh -0.2, PRMT1 inh -2.9, ABHD4 inh -8.1 and TCR CD3 inh 0.6.
CCSc1nnc(NC(=O)c2ccccn2)s1 was read as HTRA1 inhibitor 2.6, GC-B act 2.4, MBD2 inh 3.6, SIAE primary -5.0, TDP2 absorb 0.7, rCAG binder 1.2, LEDGF integ inh -2.2, PRMT1 inh 1.5, ABHD4 inh 0.6 and TCR CD3 inh -3.5.
COc1ccc(N2C(=O)c3ccccc3NC2c2ccc(OC)c(Cn3cc([N+](=O)[O-])cn3)c2)cc1 (stereo unspecified) was read as HTRA1 inhibitor -2.7, GC-B act -3.5, MBD2 inh -2.3, SIAE primary -0.9, TDP2 absorb 3.2, rCAG binder 6.0, LEDGF integ inh -1.5, PRMT1 inh -1.3, ABHD4 inh 6.9 and TCR CD3 inh -1.1.
O=C(C[n+]1ccc2ccccc2c1)c1ccc(NC(=O)c2ccccc2)cc1 was read as HTRA1 inhibitor -11.5, GC-B act -1.6, MBD2 inh -4.5, SIAE primary -3.6, TDP2 absorb 13.3, rCAG binder 10.4, LEDGF integ inh 2.4, PRMT1 inh 0.0, ABHD4 inh -2.2 and TCR CD3 inh -2.3.
`NC(=O)c1cc([N+](=O)[O-])ccc1NCc1ccc(F)cc1` gave HTRA1 inhibitor -11.4, GC-B act 2.5, MBD2 inh -2.1, SIAE primary -5.4, TDP2 absorb -4.8, rCAG binder 3.1, LEDGF integ inh -0.9, PRMT1 inh -2.0, ABHD4 inh 1.9 and TCR CD3 inh 3.0.
OC/C(Br)=C(\Br)CO was read as HTRA1 inhibitor 6.7, GC-B act -5.6, MBD2 inh 1.6, SIAE primary 1.2, TDP2 absorb 10.4, rCAG binder -0.2, LEDGF integ inh 2.7, PRMT1 inh -1.3, ABHD4 inh 4.0 and TCR CD3 inh -2.7.
Screening O=C(CCN1CCCCO1)N1CCCC(Nc2cccc(F)c2)C1 (stereo unspecified) returned HTRA1 inhibitor 6.6, GC-B act 2.1, MBD2 inh 0.9, SIAE primary -2.6, TDP2 absorb -8.2, rCAG binder -4.6, LEDGF integ inh 3.0, PRMT1 inh -2.5, ABHD4 inh 0.9 and TCR CD3 inh 10.2.
O=C(Nc1ccc(Oc2ccccc2)cc1)C1CCN(c2c3c(nc4ncnn24)CCC3)CC1 was read as HTRA1 inhibitor -13.0, GC-B act 3.8, MBD2 inh 2.2, SIAE primary -11.1, TDP2 absorb -1.1, rCAG binder 1.2, LEDGF integ inh -2.1, PRMT1 inh -1.0, ABHD4 inh -4.5 and TCR CD3 inh 0.2.
CCOC(=O)N1CCN(Cc2nc(-c3cccs3)no2)CC1 was read as HTRA1 inhibitor 6.2, GC-B act -2.3, MBD2 inh -1.3, SIAE primary -0.7, TDP2 absorb -3.7, rCAG binder -1.3, LEDGF integ inh 6.8, PRMT1 inh -4.9, ABHD4 inh -1.7 and TCR CD3 inh 7.8.
O=C(O)c1ccc(N2C(=O)CC(N3CCC(c4nc5ccccc5[nH]4)CC3)C2=O)cc1 (stereo unspecified) was read as HTRA1 inhibitor 2.3, GC-B act 0.2, MBD2 inh 0.0, SIAE primary 2.8, TDP2 absorb 16.5, rCAG binder 1.6, LEDGF integ inh 1.4, PRMT1 inh 8.9, ABHD4 inh -5.2 and TCR CD3 inh -0.5.
Screening Cc1sc(NC(=O)CSc2ncn(-c3ccccc3)n2)nc1-c1ccccc1 returned HTRA1 inhibitor -22.9, GC-B act -17.5, MBD2 inh 7.9, SIAE primary -26.6, TDP2 absorb -10.7, rCAG binder 12.1, LEDGF integ inh -1.3, PRMT1 inh 4.3, ABHD4 inh -20.4 and TCR CD3 inh -0.7.
`CCCCn1c(=O)[nH]c(=O)c2c1nc(-c1cc3c(cc1Br)OCO3)n2C` gave HTRA1 inhibitor -8.8, GC-B act -5.3, MBD2 inh 3.2, SIAE primary 2.3, TDP2 absorb 7.6, rCAG binder -1.5, LEDGF integ inh -1.9, PRMT1 inh 0.2, ABHD4 inh -1.8 and TCR CD3 inh -4.3.
Screening CCOC(=O)/C(C#N)=C/c1c(OCC)n(CC)c2ccccc12 returned HTRA1 inhibitor -21.3, GC-B act -1.3, MBD2 inh 6.0, SIAE primary -13.4, TDP2 absorb -12.8, rCAG binder 5.2, LEDGF integ inh -3.9, PRMT1 inh 4.3, ABHD4 inh -7.1 and TCR CD3 inh -3.5.

Next part; the last 2 above are carried over.
`CCCCn1c(=O)[nH]c(=O)c2c1nc(-c1cc3c(cc1Br)OCO3)n2C` gave HTRA1 inhibitor -8.8, GC-B act -5.3, MBD2 inh 3.2, SIAE primary 2.3, TDP2 absorb 7.6, rCAG binder -1.5, LEDGF integ inh -1.9, PRMT1 inh 0.2, ABHD4 inh -1.8 and TCR CD3 inh -4.3.
Screening CCOC(=O)/C(C#N)=C/c1c(OCC)n(CC)c2ccccc12 returned HTRA1 inhibitor -21.3, GC-B act -1.3, MBD2 inh 6.0, SIAE primary -13.4, TDP2 absorb -12.8, rCAG binder 5.2, LEDGF integ inh -3.9, PRMT1 inh 4.3, ABHD4 inh -7.1 and TCR CD3 inh -3.5.
Screening O=C(CC1OC(=O)c2ccccc21)NCC1COc2ccccc2O1 (stereo unspecified) returned HTRA1 inhibitor -1.8, GC-B act -7.2, MBD2 inh -3.8, SIAE primary 0.2, TDP2 absorb 4.9, rCAG binder -2.1, LEDGF integ inh -1.0, PRMT1 inh -1.8, ABHD4 inh -4.1 and TCR CD3 inh -0.9.
For COc1ccc(N2CCN(C(c3ccco3)c3sc4nc(C)nn4c3O)CC2)cc1 (stereo unspecified) the results were HTRA1 inhibitor -5.8, GC-B act 2.6, MBD2 inh -2.4, SIAE primary 4.4, TDP2 absorb -2.3, rCAG binder -5.7, LEDGF integ inh -2.2, PRMT1 inh 0.6, ABHD4 inh 5.4 and TCR CD3 inh 4.9.
For COc1ccc(OC)c(-c2cc(C(=O)Nc3cc(C)on3)no2)c1 the results were HTRA1 inhibitor -8.8, GC-B act -13.5, MBD2 inh 0.1, SIAE primary -11.3, TDP2 absorb -11.3, rCAG binder 2.1, LEDGF integ inh 0.8, PRMT1 inh -0.2, ABHD4 inh 0.0 and TCR CD3 inh 1.2.
Screening CC(NC(=O)CCc1ccccc1)c1ccc2c(c1)OCO2 (stereo unspecified) returned HTRA1 inhibitor 2.7, GC-B act 2.6, MBD2 inh 7.5, SIAE primary 3.5, TDP2 absorb -13.8, rCAG binder -0.4, LEDGF integ inh -0.5, PRMT1 inh -1.6, ABHD4 inh -5.7 and TCR CD3 inh 1.0.
Screening CC(C)N(C(=O)CSc1nc2ccccc2n1Cc1ccccc1F)C(C)C returned HTRA1 inhibitor -19.6, GC-B act 12.7, MBD2 inh 5.1, SIAE primary -5.4, TDP2 absorb -12.1, rCAG binder -5.1, LEDGF integ inh 0.9, PRMT1 inh 4.0, ABHD4 inh -12.3 and TCR CD3 inh -3.0.
O=C(Nc1cccc(S(=O)(=O)NC2=NCCCCC2)c1)c1cccnc1Cl was read as HTRA1 inhibitor -5.0, GC-B act 11.2, MBD2 inh -0.5, SIAE primary 3.0, TDP2 absorb 2.1, rCAG binder -1.4, LEDGF integ inh 1.9, PRMT1 inh -8.4, ABHD4 inh 2.3 and TCR CD3 inh 5.3.
Screening COc1cccc(-n2c(SCc3cc(=O)oc4cc(O)c(O)cc34)nc3ccccc3c2=O)c1 returned HTRA1 inhibitor 67.3*, GC-B act 2.8, MBD2 inh 7.2, SIAE primary 32.3*, TDP2 absorb -11.0, rCAG binder 65.0*, LEDGF integ inh 27.1*, PRMT1 inh 10.3, ABHD4 inh 25.1 and TCR CD3 inh 19.4*.
O=C(O)COc1ccccc1/C=N/NC(=O)/C(=C\c1ccc2c(c1)OCO2)NC(=O)c1ccccc1 was read as HTRA1 inhibitor 3.9, GC-B act -0.1, MBD2 inh -8.2, SIAE primary 2.4, TDP2 absorb 1.5, rCAG binder 18.5, LEDGF integ inh 5.7, PRMT1 inh -3.3, ABHD4 inh 6.6 and TCR CD3 inh 4.8.
Cc1ccc(C(=O)N/C(=C/c2ccc(Cl)cc2)C(=O)NCC2CCCO2)cc1 (stereo unspecified) was read as HTRA1 inhibitor 1.4, GC-B act 2.5, MBD2 inh -7.1, SIAE primary 29.4*, TDP2 absorb -8.2, rCAG binder -2.3, LEDGF integ inh 5.4, PRMT1 inh -3.4, ABHD4 inh 1.1 and TCR CD3 inh -2.2.

Screens: PubChem BioAssay, several laboratories
